Bioassay records deposited in PubChem by several laboratories.
NSD2 inh – NSD2 histone methyltransferase inhibitors, primary screen, biochemical, AlphaScreen, single concentration, set 2; Histone-lysine N-methyltransferase NSD2 (Homo sapiens), O96028; NSD2 peptide methylation, 120 min; inhibition, % at 12.5 µM; 310,000 compounds, 0.54% hits; in the data active means inhibition above about 50%
Target sequence (O96028 whole entry, looked up): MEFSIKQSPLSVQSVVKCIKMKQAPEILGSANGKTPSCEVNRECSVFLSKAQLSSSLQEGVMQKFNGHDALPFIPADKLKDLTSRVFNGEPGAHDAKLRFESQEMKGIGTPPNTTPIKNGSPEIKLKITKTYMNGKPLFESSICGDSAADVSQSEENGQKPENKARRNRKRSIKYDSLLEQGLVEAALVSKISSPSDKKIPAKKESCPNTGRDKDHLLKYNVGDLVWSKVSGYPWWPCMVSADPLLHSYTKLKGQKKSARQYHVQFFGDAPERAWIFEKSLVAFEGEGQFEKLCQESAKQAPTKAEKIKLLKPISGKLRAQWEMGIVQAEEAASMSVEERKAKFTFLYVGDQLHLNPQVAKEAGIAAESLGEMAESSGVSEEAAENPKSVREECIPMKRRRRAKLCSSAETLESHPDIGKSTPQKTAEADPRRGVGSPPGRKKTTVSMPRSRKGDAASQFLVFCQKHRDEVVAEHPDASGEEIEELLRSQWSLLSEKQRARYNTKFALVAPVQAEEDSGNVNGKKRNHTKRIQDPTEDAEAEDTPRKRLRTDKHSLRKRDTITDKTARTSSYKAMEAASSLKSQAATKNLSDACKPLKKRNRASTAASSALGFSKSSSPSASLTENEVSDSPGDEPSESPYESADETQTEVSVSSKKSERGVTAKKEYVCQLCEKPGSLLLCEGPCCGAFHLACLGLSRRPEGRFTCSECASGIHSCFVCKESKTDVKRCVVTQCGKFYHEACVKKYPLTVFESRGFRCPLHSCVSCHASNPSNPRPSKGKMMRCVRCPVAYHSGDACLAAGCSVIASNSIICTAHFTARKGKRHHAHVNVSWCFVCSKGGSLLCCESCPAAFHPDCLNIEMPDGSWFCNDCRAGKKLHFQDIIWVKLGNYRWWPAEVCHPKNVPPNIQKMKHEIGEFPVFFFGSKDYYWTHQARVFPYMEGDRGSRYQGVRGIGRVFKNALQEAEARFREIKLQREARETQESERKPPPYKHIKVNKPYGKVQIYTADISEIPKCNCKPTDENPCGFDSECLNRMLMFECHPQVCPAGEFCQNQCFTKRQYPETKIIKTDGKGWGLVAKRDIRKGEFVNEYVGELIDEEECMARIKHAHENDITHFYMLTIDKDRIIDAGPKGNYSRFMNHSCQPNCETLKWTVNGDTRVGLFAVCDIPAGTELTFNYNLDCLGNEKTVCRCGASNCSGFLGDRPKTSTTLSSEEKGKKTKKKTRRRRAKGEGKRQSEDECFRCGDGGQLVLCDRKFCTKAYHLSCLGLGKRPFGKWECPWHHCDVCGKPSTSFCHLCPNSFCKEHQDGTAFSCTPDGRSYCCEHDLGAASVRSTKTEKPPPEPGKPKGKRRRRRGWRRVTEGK
SR-BI DiI inh – inhibitors of SR-BI mediated HDL lipid uptake, primary screen, ldlA[mSR-BI] cells, fluorescence, single point; Scavenger receptor class B member 1 (Mus musculus), Q61009; ldlA[mSR-BI] CHO cells, DiI-HDL uptake fluorescence, 3 h; inhibition, % at 12.5 µM; 320,000 compounds, 0.96% hits;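 active means mean replicate inhibition of at least 70% and a set share of replicates each scoring 70 or more; inconclusive means meets just one of the two criteria; inactive means fails both criteria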;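 further: 0% = median of neutral control wells and 100% = median of positive control wells; values of inactives mirror those of a sister screen read the other way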
Wnt act – Wnt/beta-catenin pathway activators, primary screen, cell-based, plate reader, single point. Wnt/beta-catenin reporter cell assay, activator. 300,000 compounds, 1.2% hits. AID 743398, 2014. activation, % at 9.35 µM; in the data active means activation above about 30%, passing the limit was not always enough; inconclusive means no clear call, values can overlap the other calls;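 further: 0% = neutral control wells and 100% = positive control wells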
V-ATPase pH – regulators of yeast V-ATPase proton pumping, primary screen, pHLuorin cytosolic pH fluorescence | S. cerevisiae | response, % at 10 µM | 350,000 compounds, 0.37% hits; in the data active means response mostly above about 7.3%, no sharp cut-off; inactive means mostly below about 5.4%; further: actives read high; inactives centre near 0; some compounds called inactive have numbers as strong as hits; reference of the scale not given here
HTR5A ag ctr – HTR5A agonists in luminescence cell assay, primary screen, counter-screen for OPRM1-OPRD1 heterodimer agonist project, full-deck HTS; 5-hydroxytryptamine receptor 5A (Homo sapiens), P47898; cell-based; activation, % at 9.3 µM; 340,000 compounds, 0.61% hits; AID 504692, 2011; in the data active means activation mostly above about 9.5%, no sharp cut-off; inactive means mostly below about 7.6%;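 further: 0% = cells with vehicle only and 100% = reference agonist; strong numbers were not always called active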
MITF TRPM1 HTS – activators of MITF-driven TRPM1 promoter reporter, primary screen, cell-based, SK-MEL-5, luciferase, single point; activation, % at 12.5 µM; 300,000 compounds, 0.75% hits; AID 588334, 2011; SK-MEL-5 TRPM1-promoter luciferase, 24 h; % of positive control, neutral wells = 0;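 active means mean activation of at least 80% with every replicate also reaching 80%; inconclusive means mean reaches 80% but some replicate falls short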;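 further: 0% = neutral control wells and 100% = parthenolide positive control wells; values of inactives mirror those of a sister screen read the other way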
dFosB activator – activators of delta FosB homodimer, primary screen, biochemical, fluorescence polarization, TAMRA-CDK5 oligo, single point; Protein FosB (Mus musculus), P13346; purified delta FosB; percent of positive-control signal above neutral wells; activation, % at 25 µM; 340,000 compounds, 0.99% hits;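 active means mean activation above about 17%, with every replicate also reaching it, limit read from the data, passing the limit was not always enough; inconclusive means only one of the two conditions met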;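 further: fluorescence polarization rise as delta FosB binds a TAMRA Cdk5 AP-1 oligo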
HTR5A inv ctr – HTR5A inverse agonists in luminescence cell assay, primary screen, counter-screen for OPRM1-OPRD1 heterodimer inverse agonist project, full-deck HTS. 5-hydroxytryptamine receptor 5A (Homo sapiens), P47898. HTR5A cell line, inverse agonism. inhibition, % at 9.3 µM. 340,000 compounds, 0.083% hits. AID 504634, 2011; in the data active means inhibition mostly above about 23%, no sharp cut-off; inactive means mostly below about 18%;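 further: 0% = cells with DMSO and 100% = no-cell wells with DMSO; some compounds called inactive have numbers as strong as hits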
CDK5 p35 inh – inhibitors of human CDK5/p35 kinase, primary screen, biochemical, single concentration | Cyclin-dependent kinase 5 (Homo sapiens) + Cyclin-dependent kinase 5 activator 1 (Homo … | Recombinant CDK5/p35, ADP-Glo luminescence, 60 min | inhibition, % at 10 µM | 330,000 compounds, 0.01% hits | AID 488839, 2010;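 active means highest replicate inhibition of at least 50% and at least 75% of replicates reaching 50%; inconclusive means only one of the two criteria met; inactive means both criteria failed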;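 further: plate controls were DMSO neutral control for no effect and GW8510 at 10 µM for full effect; many of its hits are not listed in these tables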
PvdQ inh – P. aeruginosa PvdQ acylase inhibitors, primary screen, biochemical, fluorescence, plate reader and imaging, single point | purified PvdQ acylase | inhibition, % at 10 µM | 340,000 compounds, 0.063% hits; in the data active means inhibition above about 30%, passing the limit was not always enough; inconclusive means no clear call, values can overlap the other calls;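 further: 0% = vehicle neutral wells and 100% = reference inhibitor wells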
Active calls of the source: *; ? = inconclusive; · = not tested or not shown.

SMILES	NSD2 inh	SR-BI DiI inh	Wnt act	V-ATPase pH	HTR5A ag ctr	MITF TRPM1 HTS	dFosB activator	HTR5A inv ctr	CDK5 p35 inh	PvdQ inh
Oc1ccccc1/C=N/Nc1ccnc(SCc2ccccc2)n1	1	22	1	4	3	-13	?	-9	1.2	-3
Cn1ccc(C(=O)N2CCCc3ccccc32)n1	1	9	·	1	1	-9	-3	10	1.3	-3
CCCCNC(=O)c1c[nH]c2ccc(S(=O)(=O)N3CCOCC3)cc2c1=O	-2	-24	-1	-5	1	-11	-13	-3	-0.5	-9
O=C(c1cccc(F)c1)N1C2C=CC(C2)C1(C(F)(F)F)C(F)(F)F (centres undefined)	-2	-14	·	0	-8	11	6	20	0.1	-3
O=C(Nc1ccc(F)cc1)c1ccc(CSc2ccccc2)o1	0	8	·	1	4	47	-16	-11	-4.2	-17
CC(C)(C)c1ccc(S(=O)(=O)N2C=CC(C(F)(F)F)=NCC2)cc1	-3	-18	-6	1	-1	-10	-5	23	0.4	6
COC(=O)C1=C(C)N(c2cc(C)cc(C)c2)/C(=C/c2ccc(O)cc2)C1=O	14	58	-17	-3	-2	3	-2	4	-0.2	-7
CC1C(=O)Nc2ccc(S(=O)(=O)Nc3ccccc3Br)cc2NC1=O (centres undefined)	·	-8	-3	-2	-2	-4	-2	6	-1.2	-17
CCN1CCN(C(=O)CS(=O)Cc2nc(-c3cccc(C)c3)oc2C)CC1 (centres undefined)	1	-17	-3	-2	3	-1	-5	0	-2.2	-11
CCCCn1c(N)c(N(CCOC)C(=O)c2cc3ccccc3cc2OC)c(=O)[nH]c1=O	0	-16	0	2	1	-5	-7	-3	0.5	-10
COc1ccccc1C(=O)Nc1c(C)n(C)n(-c2ccccc2)c1=O	-1	-7	0	3	4	-10	0	10	0.3	-11
CN(Cc1ccccc1)C(=O)COC(=O)c1ccc(=O)n(Cc2ccccc2)n1	-1	5	-1	0	-2	-2	-14	5	-3.6	-5
CNC(=S)N/N=C/c1c(C)nn(-c2cccc(Cl)c2)c1Cl	2	57	-8	-1	5	2	2	-14	-0.3	16
Cc1noc(/C=C/N(C)C)c1S(=O)(=O)N1CCC(C(=O)O)CC1	·	-22	0	-3	0	·	-8	-5	-1.1	-1
Cc1ccc(NCc2nc3ccccc3n2CCOc2ccccc2)cc1	18	-3	-1	3	-1	76	-18	3	1.8	-4
Cc1ccc(S(=O)(=O)NNC(=O)C(O)(c2ccccc2C)c2ccccc2C)cc1	0	-24	-2	4	1	12	-5	-2	0.4	-6
CNC(=O)c1ccc(NC(=O)CCc2c(C)noc2C)cc1	13	-2	-3	-1	4	6	4	-10	-0.9	-6
COC(=O)c1ccc2ccn(CC(=O)NC(C)C)c2c1	-2	11	·	-2	0	1	-5	-30	2.6	-16
O=S(=O)(NCCc1ccccc1)c1cnc(Cl)c(Br)c1	-2	-5	-2	-1	1	-15	1	3	-2.8	-9
O=C1CN(c2nc(-c3cccs3)nc3sc4c(c23)CCCC4)CCN1	-7	29	18	0	0	18	-8	-43	-0.3	0
COc1cccc(C(=O)NN=C2CCCC2)c1	-1	1	7	-3	2	-4	6	-8	0.8	11
Cc1ccccc1-c1n[nH]c(=S)o1	1	·	0	2	3	-3	-10	-8	0.2	3
CC1CCC(CN2CCN=C2Nc2ccccc2)CC1 (centres undefined)	·	-17	-1	-2	2	12	2	-19	3.0	-7
Cc1cc2c(cc1C)C(=O)NC(C)(C)C2	·	17	-3	4	-4	3	-1	0	1.2	7
CCOC(=O)N1CCN(C(=O)Cn2nc(C)n3nc(-c4ccc(CC)cc4)cc3c2=O)CC1	-2	41	1	0	0	6	1	0	-1.2	4
CC(=O)NC1CC2CCCC(C1)N2CC(=O)N1CCCc2ccccc21 (centres undefined)	2	-34	·	-4	0	·	-1	10	-1.3	-7
CCCN(CCC)C(=O)C1CCCN1S(=O)(=O)c1cccc2nsnc12 (centres undefined)	·	4	2	3	-1	-3	-4	12	0.1	-5
COc1ccc(-n2c(C)cc(C(=O)CN3C(=O)c4ccccc4C3=O)c2C)cc1	-3	-6	16	-1	2	17	-16	-5	-1.3	-7
Cc1ccc(S(=O)(=O)NCC(=O)N(CC(=O)NC(C)(C)C)Cc2cccs2)cc1	-3	21	·	0	2	-6	-3	3	-0.2	-11
O=C(Nc1ccc(F)cc1F)N1CCCN(CCOc2ccccc2)CC1	0	4	2	-3	·	·	-3	·	1.8	8
Cc1cccc(N=C(NO)c2nonc2N)c1	-6	-18	0	0	0	-4	1	12	-1.3	-1
O=C(Nc1nnc(-c2cccs2)o1)c1ccco1	·	-15	4	2	0	3	-4	1	-1.8	-9
Cc1ccc(C(=O)CS(C)(=O)=O)cc1	0	-18	0	2	0	-4	4	-1	-0.9	-12
C=CCNC(=O)c1c(N)n(-c2cccc(S(N)(=O)=O)c2)c2nc3ccccc3nc12	-5	26	·	-5	-2	4	3	-3	0.2	-14
COc1cccc(COC(=O)c2ccc(S(=O)(=O)N3CCC(C)CC3)cc2)c1OC	-5	-2	0	0	-1	-11	6	4	-1.7	-11
CCC(C)c1ccc(S(=O)(=O)N2CCN(C(C)C(=O)NC3CCCC3)CC2)cc1 (centres undefined)	-4	9	-2	-2	-3	·	-12	7	-2.9	-1
Cc1c(C(=O)N(CCC#N)c2ccccc2)sc2nc3n(c(=O)c12)CCCC3	5	-5	-1	1	-2	-7	3	2	0.8	-15
Cc1ccccc1C(=O)Nc1ccc(Br)cn1	-1	12	·	7	14	96*	4	-8	-0.3	-2
c1ccc(COc2ncnc3c2ncn3CCCNCc2ccccn2)cc1	·	13	-3	-3	-1	7	-11	4	0.1	3
CCC(C(=O)OCC(=O)Nc1ccc(C(=O)Nc2ccc(OC)cc2)cc1)c1ccccc1 (centres undefined)	0	79*	-5	1	13	-2	16	-38	1.3	-12
CCOc1cc(/C=N/Nc2nc(C)cc(=O)[nH]2)ccc1O	-2	6	2	-3	0	12	3	-1	0.6	-15
CN(Cc1ccccc1)c1ccc(N2C(=O)CCC2=O)cc1[N+](=O)[O-]	4	3	0	0	-4	-3	1	11	1.7	-7
Cc1ccc(CCC(=O)Nc2ncc(Cc3cccc(Cl)c3Cl)s2)o1	1	·	-8	0	3	-27	-3	-11	0.0	-11
OCCC1CN(Cc2cccc3c2OCO3)CCN1C1CCCC1 (centres undefined)	1	-20	-3	5	-1	-15	-7	9	-1.1	-13
CCN(Cc1ccccc1)C(=O)c1ccccc1C	-2	-25	·	4	2	-5	-10	12	-2.8	-12
O=C(CNC(=O)c1ccc(Cl)cc1Cl)OCc1ccccc1	-4	-17	6	0	1	-8	-5	-3	-1.5	-6
CCCCN(CC)C(=O)Cn1cnc2ccc(S(=O)(=O)N3CCC(C)CC3)cc2c1=O	0	-2	·	-3	-4	5	-9	7	1.2	-4
CC1(C)C[C@H]2C3=CCC4[C@@]5(C)CC[C@H](O[C@@H]6O[C@H](C(=O)O)[C@@H](O)[C@H](O)[C@H]6O)[C@@](C)(CO)C5CC[C@@]4(C)[C@]3(C)C[C@H](O)[C@@]2(CO)[C@@H](O)[C@@H]1O (some centres undefined)	·	-4	0	-1	7	-1	-4	-20	0.0	-16
C[C@H](NC(=O)c1ccco1)C(=O)Nc1cccc([N+](=O)[O-])c1	0	-1	-2	2	7	0	-3	-19	-1.2	-8
COCCN(Cc1cc2cc(C)ccc2nc1Cl)C(=O)Nc1ccccc1C	0	6	·	0	-2	-7	0	4	-4.1	-22
Continuation.
SMILES	NSD2 inh	SR-BI DiI inh	Wnt act	V-ATPase pH	HTR5A ag ctr	MITF TRPM1 HTS	dFosB activator	HTR5A inv ctr	CDK5 p35 inh	PvdQ inh
O=C(COc1coc(CN2CCc3ccccc32)cc1=O)Nc1ccccc1	-1	-12	1	-4	1	1	-11	4	0.0	0
O=C(Nc1cccc(Cl)c1)c1cc(-c2ccco2)on1	-4	12	27	5	3	-7	0	-9	1.6	-7
CCCc1cc(C(=O)Nc2ccc(C(C)=O)cc2)no1	·	7	14	-2	0	31	-2	5	1.5	-5
CC(=O)c1cccc(NC(=O)CN(C)S(=O)(=O)c2ccc3c(c2)CC(C)N3C(C)=O)c1 (centres undefined)	-2	14	0	3	-2	18	-6	13	2.3	-19
CC(C)CC(=O)c1c(O)c(C=O)c(O)c2c1O[C@@]1(C)[C@@H](C2)C[C@H]2C[C@@H]1C2(C)C	·	-2	-4	-2	0	-3	6	-14	1.0	-4
CCOC(=O)N1CCC(c2nc(C)sc2C(=O)O)CC1	2	-11	-1	6	0	-5	-2	11	0.3	8
Cc1nc2nc(CC(=O)O)[nH]n2c(=O)c1[N+](=O)[O-]	·	·	-2	-1	1	-4	-7	-2	-1.3	-15
Cc1sc(NC(=S)NC(=O)C(C)(C)C)c(C(N)=O)c1C	-4	7	·	0	-2	14	2	11	1.8	-8
CCc1ccccc1S(=O)(=O)Cc1ccc(C(=O)NCc2ccc3c(c2)OCO3)o1	·	7	-1	0	-5	·	-20	14	1.7	-11
CCNc1nc(NC(C)C)nc(SCCOc2ccc(C)cc2)n1	-1	15	-2	-4	8	·	2	5	0.8	-3
CCC(C)(C)C1CCC(NC(=O)N2CCN(c3ccccc3O)CC2)CC1 (centres undefined)	3	·	3	2	15*	-5	-14	-15	-0.7	-12
CC(=O)c1cccc(NC(=O)CSc2nc(=O)n(Cc3ccccn3)c3c2CCC3)c1	1	8	-1	3	-3	0	-12	-23	1.3	-7
Cc1ccc(NC(=O)c2c(Cl)nc3ccccn23)cc1	0	25	?	2	4	31	-12	-17	0.3	-8
COc1ccc(OCC(=O)Nc2ccc(NC(=O)c3ccccc3Cl)c(OC)c2)cc1	0	60	-3	3	7	4	-5	-8	-0.2	-4
COCCN(C(=O)CCSc1ccc(F)cc1)c1c(N)n(Cc2ccccc2)c(=O)[nH]c1=O	0	5	6	8	-1	1	-3	7	-1.8	1
COc1ccc(NC2=CC(=O)CC(c3ccccc3)C2)c(OC)c1 (centres undefined)	1	44	·	2	-1	-10	-8	-11	5.0	9
O=C(COC(=O)/C=C/c1ccc(Cl)cc1Cl)NCCC1=CCCCC1	-2	12	-1	4	2	8	5	29	1.9	0
O=C(CSc1nncs1)Nc1ccc(Cl)cc1C(F)(F)F	0	20	-3	2	0	6	1	-1	1.0	-6
CN(C(=O)C1CCC(=O)N(CCCN2CCCC2=O)C1)C(C1CC1)C1CC1 (centres undefined)	-3	-6	0	5	-4	-1	-6	11	1.8	-3
O=C(O)Cn1ncc2ccccc2c1=O	-2	-4	-2	-2	-2	21	0	5	-0.2	-6
